MEKK2mut PB1 HTS = MEK5 binding signal on mutant MEKK2 PB1, primary screen, biochemical, multiplex bead flow cytometry, Alexa488-MEK5; Alexa488-MEK5 binding to MEKK2 mutant; percent response, % at 10 µM; 0.35% of 290,000 active; AID 1530, 2009; in the data active = percent response above about 24%, passing the limit was not always enough; note: inactives centre near 1; some results filed as inactive read as strong as hits
M18AAP inhibitor = PfM18AAP inhibitors, malaria aminopeptidase, primary screen, biochemical, QFRET, recombinant enzyme; 1.2% of 290,000 active; inhibition, % at 7.35 µM; M18 aspartyl aminopeptidase (Plasmodium falciparum 3D7); H-Glu-NHMec fluorogenic cleavage;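 active = inhibition above the campaign mean inhibition over all tested compounds plus 3 SD, cut at about 28% in these data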;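 note: 0% = plate median of test compound wells and 100% = 2 mM ZnCl2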
OXTR potentiate = human OXTR potentiators, primary screen, fluorescence, CHO-OTR cells, Fluo-8 calcium; Fluo-8 calcium fluorescence, potentiator mode; 0% = oxytocin EC15, 100% = EC100; activation, % at 3 µM; 0.061% of 320,000 active; AID 2445, 2010;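 active = activation above that plate's cutoff, the mean activation of tested compounds plus 3 SD, cut at about 6.6% in these data, passing the limit was not always enough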;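 note: 100% uses oxytocin at 75 nM as the full agonist control; some results filed as inactive read as strong as hits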
Target sequence (P30559 whole entry, looked up): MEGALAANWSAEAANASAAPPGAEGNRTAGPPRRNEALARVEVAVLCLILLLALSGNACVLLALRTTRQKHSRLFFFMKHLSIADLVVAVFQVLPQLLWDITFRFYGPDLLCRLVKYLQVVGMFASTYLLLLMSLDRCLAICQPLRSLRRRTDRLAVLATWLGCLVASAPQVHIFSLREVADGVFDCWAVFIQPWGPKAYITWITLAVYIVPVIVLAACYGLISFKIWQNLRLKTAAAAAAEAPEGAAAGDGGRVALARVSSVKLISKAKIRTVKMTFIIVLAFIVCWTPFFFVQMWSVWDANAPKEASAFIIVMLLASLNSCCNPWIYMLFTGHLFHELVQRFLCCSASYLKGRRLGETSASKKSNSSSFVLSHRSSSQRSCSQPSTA
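Assay system: CHO cell line stably expressing human OTR | Also added: Oxytocin at about EC15, sub-maximal agonist stimulus | Times: Compound 6 min at room temperature before oxytocin, 100 s read | Measured by: Fluo-8 intracellular calcium fluorescence, ex 470-495, em 515-575 nm | Controls: EC15 oxytocin alone as 0%, 75 nM oxytocin as 100%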
GPR7 antagonist = GPR7 receptor antagonists, primary screen, cell-based, fluorescence, single concentration; Neuropeptides B/W receptor type 1 (Homo sapiens), P48145; GPR7-expressing cells, fluorescence antagonist assay; inhibition, % at 4.4 µM; 1.1% of 290,000 active; in the data active = inhibition above about 16%, passing the limit was not always enough;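 note: cells stimulated with the agonist NPW; 0% = agonist with vehicle and 100% = vehicle without agonist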
Target sequence (P48145 whole entry, looked up): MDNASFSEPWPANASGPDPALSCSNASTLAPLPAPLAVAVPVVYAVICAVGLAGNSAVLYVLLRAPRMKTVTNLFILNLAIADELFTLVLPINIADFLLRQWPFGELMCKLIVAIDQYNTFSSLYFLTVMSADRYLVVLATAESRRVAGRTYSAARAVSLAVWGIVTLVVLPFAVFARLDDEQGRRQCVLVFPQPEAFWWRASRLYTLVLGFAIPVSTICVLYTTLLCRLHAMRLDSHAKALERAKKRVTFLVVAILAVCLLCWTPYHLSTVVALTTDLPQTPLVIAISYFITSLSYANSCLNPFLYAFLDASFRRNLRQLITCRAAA
GalR3 antagonist = GalR3 antagonists in HEK293 cells, primary screen, cell-based, fluorescence readout; 0.44% of 360,000 active; HEK293 GalR3-CNG cAMP membrane potential fluorescence; galR3 body fused to GalR1 C-terminus; AID 651719, 2012; Galanin receptor type 3 (Homo sapiens), O60755; inhibition, % at 3 µM;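 active = inhibition above the screen-wide average plus 3 SD, cut at about 13% in these data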;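 note: forskolin and galanin both at EC90 stimulate the cells; cAMP rise reported by CNG channel membrane potential dye signal; 0% = forskolin plus galanin with DMSO and 100% = forskolin alone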
Target sequence (O60755 1-299 limits assumed): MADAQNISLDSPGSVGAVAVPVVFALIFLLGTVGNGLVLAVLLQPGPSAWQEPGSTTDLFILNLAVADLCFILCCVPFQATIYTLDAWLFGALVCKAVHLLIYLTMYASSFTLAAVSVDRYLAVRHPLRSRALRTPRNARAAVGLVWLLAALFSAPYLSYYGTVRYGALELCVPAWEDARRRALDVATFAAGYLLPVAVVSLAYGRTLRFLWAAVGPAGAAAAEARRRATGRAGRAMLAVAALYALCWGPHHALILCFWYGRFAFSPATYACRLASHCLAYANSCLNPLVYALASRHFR
OXTR agonist = human OXTR agonists, primary screen, fluorescence, CHO-OTR cells, Fluo-8 calcium; Oxytocin receptor (Homo sapiens), P30559; Fluo-8 calcium fluorescence; normalized: DMSO 0%, oxytocin 100%; activation, % at 3 µM; 0.32% of 320,000 active;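 active = activation above the mean of all tested compounds plus 3 SD, cutoff set per screening run, cut at about 20% in these data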;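 note: peak over basal fluorescence ratio from a 100 s FLIPR kinetic read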
NALP1 yeast inh = NALP1 inflammasome inhibitors in reconstituted yeast, colorimetric, S. cerevisiae, triplicate retest. 0.61% of 280,000 active. S. cerevisiae NALP1/ASC/caspase-1 growth, X-gal OD620, 72 h. inhibition, % at 10 µM; in the data active = inhibition mostly above about 24%, no sharp cut-off; inactive = mostly below about 32%; note: some compounds called inactive have numbers as strong as hits
MEKK2wt PB1 HTS = modulators of MEK5 binding to wildtype MEKK2, primary screen, biochemical, multiplex bead flow cytometry, Alexa488-MEK5; binding response (% of control), % at 10 µM; Mitogen-activated protein kinase kinase kinase 2 (Homo sapiens), Q9Y2U5; 1.1% of 290,000 active; Alexa488-MEK5 binding to MEKK2 WT; actives lie on both sides; in the data active = binding response below about 67% or above about 130%
V1aR counter = agonists of human V1a receptor, primary screen, counter-screen for OXTR agonist project, fluorescence, CHO-V1R cells. AID 2797, 2010. activation, % at 3 µM. Fluo-8 calcium fluorescence, agonist mode; 0% DMSO, 100% 3 nM vasopressin. 0.25% of 320,000 active;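 active = activation above the mean activation of all tested compounds plus 3 SD, per screening run, cut at about 20% in these data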;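 note: signal is peak over basal fluorescence ratio across a 100 second FLIPR read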
Starred values were filed as active, the others as inactive; . = no result given.

Below each SMILES: MEKK2mut PB1 HTS	M18AAP inhibitor	OXTR potentiate	GPR7 antagonist	GalR3 antagonist	OXTR agonist	NALP1 yeast inh	MEKK2wt PB1 HTS	V1aR counter
- CCOC(=O)N1CCN(C(=O)CSc2nc3c(cnn3-c3ccc(Cl)cc3)c(=O)[nH]2)CC1
    9	3	-3	-13	.	1.1	16	110	-0.1
- COc1ccccc1C1CC(c2ccc(Br)cc2)=NN1C(=O)c1cccnc1 (stereo not drawn)
    0	10	-9	-5	-4	-2.4	4	95	-0.4
- O=C(c1ccc(F)cc1)C1CCN(C(=O)c2ccccc2F)CC1
    1	-4	-13	7	-11	-0.6	6	104	1.9
- Cn1c(=O)c2c(nc(NCc3ccc4c(c3)OCO4)n2Cc2ccc(F)cc2)n(C)c1=O
    -9	-1	-5	-7	0	0.8	24	81	1.4
- COc1ccc(Cl)cc1NC(=S)N(Cc1cccnc1)Cc1ccco1
    0	1	3	-2	3	-1.0	-11	106	0.5
- O=C(CCn1c(=O)c2cccn2c2ccccc21)Nc1ccc(F)cc1
    2	-3	-11	10	-3	3.0	-8	99	2.5
- C#CCOCCOCCOCCNc1nc(N2CCN(C(=O)Cn3cc(CC(C)O)nn3)CC2)nc(N2CCN(C(=O)[C@H](C)n3cc(CCCN=C(N)N)nn3)CC2)n1 (stereo partly drawn)
    2	-1	-1	5	.	1.2	19	93	-0.1
- Cc1ccc(CNc2ccc(O)cc2)cc1
    .	11	.	-8	-4	.	4	.	.
- C=CCN(CC(=O)NC1CCS(=O)(=O)C1)S(=O)(=O)c1ccccc1C(F)(F)F (stereo not drawn)
    5	1	1	-2	-7	0.1	-2	94	-0.9
- Cc1ccccc1OCCCCc1c(C)n[nH]c1C
    2	-7	-6	2	-7	11	7	99	4.4
- O=c1/c(=C\c2ccc(F)cc2)sc2n1CCCN=2
    -4	1	-7	-1	-4	3.5	-3	94	5.2
- Cc1nn(Cc2noc(C(=O)NCCc3ccccn3)n2)c(C)c1Br
    0	11	-12	3	-2	1.6	-7	99	3.8
- CC(C)Nc1nc(NC(N)=S)nc(NC(C)(C)C)n1
    -5	2	1	-7	-6	-1.0	-3	103	-1.4
- COc1cccc(C(=O)Nc2cc(C(=O)NCc3ccc(C)cc3)ccc2N2CCC3(CC2)CC(c2cccc(Br)c2)=NO3)c1
    .	.	2	.	-6	1.8	.	.	0.7
- O=C(Nc1cc(=O)c2ccccc2o1)N1CCCCC1
    1	0	2	-7	-5	-1.5	0	95	-1.4
- COc1ccccc1CNc1nc2nc(C)c(C)c(=O)n2[nH]1
    -2	-4	1	-8	-9	-0.6	36	96	-0.1
- CCOc1cccc(CNCCNC(=O)c2nonc2N)c1
    7	-7	-10	-9	-5	-0.1	17	108	0.9
- COc1ccc2nc(SCc3ccccc3)nc(C)c2c1
    -9	-3	-8	1	0	-1.5	31	92	0.0
- O=[N+]([O-])c1ccc(OCc2nnc(-c3ccccc3)o2)cc1
    1	-11	-13	4	-3	-1.6	21	103	0.6
- Cc1cccc(OCc2nc(C#N)c(NCCN(C)C)o2)c1
    .	4	2	-14	-3	1.1	32	.	0.1
- COc1ccc(/C=C2\SC(=S)N(CC3CCCO3)C2=O)cc1 (stereo not drawn)
    -12	4	-15	-5	-5	-0.6	13	89	0.9
- Cc1ccc(S(=O)(=O)N2CCN(C(=O)c3ccco3)CC2)c(C)c1
    -1	0	4	-4	-9	-0.5	9	102	0.2
- O=C(N/N=C/c1ccncc1)c1nn(Cc2ccccc2)c(=O)c2ccccc12
    1	-5	-6	2	-1	-3.0	5	99	-0.4
- CCN(CC)S(=O)(=O)c1ccc(N2CCOCC2)c(NC(=O)c2cc(Cl)c3c(c2)OCO3)c1
    .	.	1	.	-5	-0.6	.	.	0.3
- COC(=O)CSc1nnc(-c2ccc(S(=O)(=O)N3CCCCC3)cc2)o1
    -2	-4	-2	-5	-9	0.8	10	96	0.3
- COCc1nnc(NC(=O)CC(c2ccccc2)c2ccccc2)s1
    .	-3	-13	7	2	0.0	-2	.	1.3
- COc1ccccc1-c1coc2cc(OCC(=O)OCc3ccccc3)ccc2c1=O
    10	2	-18	-4	-4	-1.1	26	107	0.6
- CCCOC(=O)C1=C(C)NC2=C(C(=O)CCC2)C1c1cc(OC)ccc1OC (stereo not drawn)
    -2	11	1	-3	-5	-0.3	7	96	-0.7
- COc1ccc(C(=O)NCCc2nnc3ccc(SCC(=O)N4CCCC4)nn23)cc1
    3	-2	-6	-8	-3	0.6	4	102	-0.1
- CC1CCCN(S(=O)(=O)c2cccc(C(=O)NCc3ccco3)c2)C1 (stereo not drawn)
    .	.	-2	.	-2	-1.4	.	.	-0.8
- CN(Cc1c(C(=O)N/N=C/c2ccccc2)nnn1-c1nonc1N)C1CCCCC1
    1	3	-3	-3	-9	-0.5	1	100	1.1
- Clc1ccc(-c2cc3ccccc3nc2N2CCOCC2)cc1
    -26	5	-3	-13	-2	-2.5	-17	80	-0.4
- O=C(NCc1nnnn1-c1ccc(F)c(F)c1)c1ccc(S(=O)(=O)N2CCOCC2)cc1
    .	.	4	.	1	1.1	.	.	-0.7
- CCOc1ccc(CCNC(=O)CN(C)S(=O)(=O)c2cccs2)cc1OCC
    .	.	-4	.	-1	-2.6	.	.	-1.0
- Cc1ccc(S(N)(=O)=O)c(C)c1N1CCCC1=O
    -10	3	-10	9	-3	1.0	11	91	1.7
- Cc1ccc(NC(=O)CCN2C(=O)C3CCCCC3C2=O)c(O)c1 (stereo not drawn)
    .	.	-4	.	-5	-0.1	.	.	1.5
- O=c1c2ccccc2nc(-c2ccccc2)n1Cc1ccco1
    0	1	-5	-8	-5	-2.1	-7	102	-0.8
- O=C(CCCC(=O)N/N=C/c1ccccc1C(=O)O)N/N=C/c1ccccc1C(=O)O
    17	3	-14	-14	-5	-0.5	-15	110	0.9
- CCc1ccc(NC(=O)CSc2ccc(-c3ccccn3)nn2)cc1
    4	11	-7	5	1	-1.4	14	107	1.9
- CCOC(=O)Cc1csc(NC(=O)c2ccc(C)cc2)n1
    0	-15	-10	9	-8	1.4	1	100	3.7
- CC(=O)N(c1ccccc1)c1ccc([N+](=O)[O-])cc1[N+](=O)[O-]
    1	1	-2	0	2	-0.2	33	100	-0.2
- COCCn1c(Sc2nc(C)cs2)nc2c1c(=O)[nH]c(=O)n2C
    -2	0	.	0	-5	.	34	103	.
- CCCN1C(=O)C(Cc2nc3ccccc3c(=O)n2C)c2ccccc21 (stereo not drawn)
    4	-1	-7	-1	-5	-0.2	-5	108	-0.6
- Cc1[nH]nc(SCC(=O)NC2CCCCC2)c1[N+](=O)[O-]
    9	-6	5	-9	-5	2.4	7	107	-0.2
- CC1(C)C(=O)OC(c2ccccc2)C(C)(C)C1=O (stereo not drawn)
    -17	-4	-3	-15	-4	-1.6	-2	87	-1.6

Entries of single compounds, quoted from the list:
Profile of `Clc1ccc(-c2cc3ccccc3nc2N2CCOCC2)cc1` : MEKK2mut PB1 HTS = -26; M18AAP inhibitor = 5; OXTR potentiate = -3; GPR7 antagonist = -13; GalR3 antagonist = -2; OXTR agonist = -2.5; NALP1 yeast inh = -17; MEKK2wt PB1 HTS = 80; V1aR counter = -0.4
Profile of `CC(=O)N(c1ccccc1)c1ccc([N+](=O)[O-])cc1[N+](=O)[O-]` : MEKK2mut PB1 HTS = 1; M18AAP inhibitor = 1; OXTR potentiate = -2; GPR7 antagonist = 0; GalR3 antagonist = 2; OXTR agonist = -0.2; NALP1 yeast inh = 33; MEKK2wt PB1 HTS = 100; V1aR counter = -0.2

Other entries follow:
Below each SMILES: MEKK2mut PB1 HTS	M18AAP inhibitor	OXTR potentiate	GPR7 antagonist	GalR3 antagonist	OXTR agonist	NALP1 yeast inh	MEKK2wt PB1 HTS	V1aR counter
- COc1ccc(CC(=O)Nc2nccs2)cc1OC
    0	7	-6	-10	3	2.8	18	99	5.3
- O=C(Nc1cccc(-c2cscn2)c1)C1CCN(Cc2ccsc2)CC1
    6	-12	-5	-8	4	1.3	13	112	1.4
- CCCCSC1=N/C(=C/c2ccsc2)C(=O)N1c1ccccc1
    -2	-1	-14	-9	-2	-1.0	18	100	0.2
- CCN(CC)S(=O)(=O)c1cccc(NC(=O)c2ccc(Br)cc2)c1
    9	7	-12	8	-2	0.5	-4	108	0.7
- CCN(CC)CCNc1nc(SC)nc2sc3c(c12)CCN(C)C3
    16	14	2	-4	-13	1.3	10	117	0.3
- COc1ccc(-c2cc(C)no2)cc1S(=O)(=O)N1CCOc2ccccc21
    -1	5	-7	23*	-2	-0.3	-15	94	0.2
- COc1cccc(NC(=O)c2nn(-c3ccc(OC)cc3OC)c(=O)c3ccccc23)c1
    -5	-2	-8	-6	-6	-0.5	8	97	0.1
- Cc1cc(NC(=O)COC(=O)C2CCC2)no1
    -13	2	-8	-9	1	-0.1	-13	83	-0.8
- NC(=O)CN1CCN(S(=O)(=O)c2ccc(Cl)cc2)CC1
    -1	-10	-10	4	-2	0.5	17	98	0.4
- CCCCOc1ccc(-c2ncc([N+](=O)[O-])cn2)cc1
    -17	2	-6	-13	-3	-0.3	-12	87	-1.7
- N#Cc1c(NC(=S)NC(=O)c2ccccc2)sc2c1CCCC2
    -2	-5	-5	2	1	0.0	0	98	1.4
- Cc1ccc(N2CCN(C(=O)N3CCCC3)CC2)cc1C
    -1	1	-2	1	0	0.3	5	106	0.1
- O=C1OC2(CCCC2)OC(=O)C1=Cc1c[nH]c2ccccc12
    0	-5	1	-7	-5	-0.5	-6	96	0.5
- Fc1ccc(-c2csc(/C=C/c3ccc4c(c3)OCO4)n2)cc1
    0	-1	-5	-8	6	0.6	27	103	-0.7
- O=C(CSc1ncnc2nc[nH]c12)c1ccc2ccccc2c1
    5	7	-21	-8	-1	8.2	20	105	8.6
- O=C(Nc1nc2ccc(SC(F)F)cc2s1)c1ccc2c(c1)S(=O)(=O)c1ccccc1C2=O
    0	3	-4	2	.	0.5	20	104	0.8
- CN(C)Cc1c(O)ccc2c(=O)c(-c3ccccc3)c(C(F)(F)F)oc12
    8	-2	-8	-12	-9	-0.5	7	105	1.7
- COc1cccc(CC2(CO)CCN(CC3=CC[C@H]4C[C@@H]3C4(C)C)CC2)c1
    -13	-3	-7	7	-2	7.2	26	105	3.0
- CCCCOc1ccc(CSc2ncn[nH]2)cc1
    11	6	-3	-4	-6	-0.2	3	110	0.7
- COC(=O)/C(C#N)=C/c1ccc(C)o1
    -1	3	-1	2	0	-1.0	15	100	0.0
- Cc1ccc(NC(=O)C(C)Sc2nnc(C)n2C)cc1 (stereo not drawn)
    3	-21	-6	-20	-7	-0.2	14	105	0.4
- CC(C)c1ccc(C2C(C(=O)c3ccco3)=C(O)C(=O)N2CCN2CCOCC2)cc1 (stereo not drawn)
    0	11	-7	-6	-5	1.9	14	105	0.9
- O=c1ccc2cc3c4c(c2o1)CCCN4CCC3
    -7	10	-11	-2	-4	1.8	14	89	1.1
